LAP4 TOR yeast = modulators of TOR pathway LAP4-GFP in S. cerevisiae; S. cerevisiae LAP4-GFP multiplex, flow cytometry GFP, 3 h; median GFP as percent of DMSO wells; GFP response vs DMSO, % at 10 µM; actives 0.34% (n = 320,000); AID 2023;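 active = GFP response vs DMSO above a set limit, about the screen mean plus 3 SD, cut at about 150% in these data; inconclusive = under 70 cell events counted for the yeast strain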
RPL19A TOR yeast = yeast TOR pathway RPL19A-GFP modulation; actives 0.3% (n = 330,000); S. cerevisiae RPL19A-GFP strain, flow cytometry, 3 h; hits give low values; percent response vs DMSO, % at 10 µM;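 active = percent response vs DMSO below 50%; inconclusive = fewer than 70 events counted for the yeast strain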;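 note: median channel GFP fluorescence of the barcoded RPL19A-GFP strain; ratio of sample median GFP to plate DMSO average so 100% = DMSO; lower means less RPL19A-GFP as with rapamycin TOR inhibition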
procasp3 activ = procaspase-3 (human) activation; activation, % at 8.5 µM; actives 0.11% (n = 330,000); P42574; recombinant procaspase-3 D3A, Ac-DEVD-pNA absorbance 405 nm;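 active = activation above the mean of all tested compounds plus 3 SD, cut at about 21% in these data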;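 note: 0% = DMSO alone and 100% = DMSO wells spiked with extra 5 µM PC-3 D3A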
Target sequence (P42574 whole entry D9A/D28A/D175A): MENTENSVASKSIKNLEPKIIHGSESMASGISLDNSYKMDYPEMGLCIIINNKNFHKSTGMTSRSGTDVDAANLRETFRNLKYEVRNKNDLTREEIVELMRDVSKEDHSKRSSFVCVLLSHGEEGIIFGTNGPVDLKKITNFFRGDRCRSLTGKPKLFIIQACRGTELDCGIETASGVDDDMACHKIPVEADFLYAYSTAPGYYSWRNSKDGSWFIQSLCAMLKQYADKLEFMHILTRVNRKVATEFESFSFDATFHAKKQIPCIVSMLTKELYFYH
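assay system = Procaspase-3 D3A mutant | signal = absorbance at 405 nm, 0 and 120 min | times = 1 h preincubation plus 2 h reaction at 25 °C | repeats = single replicate | read-out = % activation between DMSO and enzyme-spiked controls | medium = Zinc-free HEPES saline buffer with Triton X-100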
proCasp7 act = counter-screen for procaspase-3 activators: activators of human procaspase-7; recombinant procaspase-7, Ac-DEVD-pNA absorbance 405 nm; D23A/D198A/D206A triple mutant, cannot self-cleave; scale: DMSO 0, 5 µM enzyme 100; AID 463210; activation, % at 8.5 µM; P55210; actives 0.093% (n = 330,000);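 active = percent activation above the screen-wide mean plus 3 SD, cut at about 25% in these data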
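Assay system: Uncleavable procaspase-7 mutant enzyme | Input: 2 µM procaspase-7 mutant as dispensed | Timing: 1 h compound preincubation, 2 h substrate cleavage, 25 °C | Repeats: One well per compound | Control set: DMSO wells as 0%, DMSO with 5 µM added PC-7 as 100% | Technique: Epi-absorbance of released pNA at 405 nm, two timepoints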
AHR activator = activates the human aryl hydrocarbon receptor; AHR-responsive luciferase reporter cells, luminescence; activation, % at 5 µM; actives 2.5% (n = 320,000); P35869; in the data active = activation above about 47%;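 note: 0% = vehicle wells and 100% = reference agonist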
Target sequence (P35869 whole entry, looked up): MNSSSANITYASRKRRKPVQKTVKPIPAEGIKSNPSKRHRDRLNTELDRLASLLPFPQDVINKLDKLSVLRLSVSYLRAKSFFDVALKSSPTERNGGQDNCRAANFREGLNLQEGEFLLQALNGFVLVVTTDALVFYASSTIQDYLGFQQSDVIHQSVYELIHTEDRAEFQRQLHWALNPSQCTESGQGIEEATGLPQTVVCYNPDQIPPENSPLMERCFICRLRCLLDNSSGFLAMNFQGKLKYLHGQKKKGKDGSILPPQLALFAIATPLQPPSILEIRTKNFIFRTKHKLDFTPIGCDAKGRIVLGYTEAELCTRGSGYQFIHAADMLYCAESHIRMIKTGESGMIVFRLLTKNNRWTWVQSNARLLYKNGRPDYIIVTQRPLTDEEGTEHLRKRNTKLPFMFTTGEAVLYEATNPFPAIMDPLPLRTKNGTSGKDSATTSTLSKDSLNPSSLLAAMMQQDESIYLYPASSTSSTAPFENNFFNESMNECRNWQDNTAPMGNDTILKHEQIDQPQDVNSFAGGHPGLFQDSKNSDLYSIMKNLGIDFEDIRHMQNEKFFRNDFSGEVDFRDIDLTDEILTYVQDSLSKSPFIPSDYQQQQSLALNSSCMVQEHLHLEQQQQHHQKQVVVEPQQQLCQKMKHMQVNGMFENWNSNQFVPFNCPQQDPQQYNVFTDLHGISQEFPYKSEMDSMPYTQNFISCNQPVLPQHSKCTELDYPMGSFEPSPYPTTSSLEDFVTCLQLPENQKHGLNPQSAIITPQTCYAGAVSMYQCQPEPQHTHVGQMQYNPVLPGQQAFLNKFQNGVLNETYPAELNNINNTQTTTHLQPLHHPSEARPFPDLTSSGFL
AGP1-GFP MLPCN = alters AGP1-GFP fluorescence in TOR pathway yeast screen | S. cerevisiae AGP1-GFP multiplex flow cytometry, 3 h; GFP as percent of DMSO wells | GFP response vs DMSO, % at 10 µM | actives 0.02% (n = 320,000) | AID 2066;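 active = GFP response relative to DMSO above a set limit, near screen average plus 3 SD, cut at about 150% in these data; inconclusive = fewer than 70 cells counted for the yeast strain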;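 note: median GFP channel fluorescence of the gated AGP1 strain per well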
CIT2 TOR yeast = modulators of TOR pathway CIT2-GFP in S. cerevisiae; GFP response vs DMSO, % at 10 µM; actives 0.065% (n = 320,000); S. cerevisiae CIT2-GFP strain, flow cytometry, 3 h; 100 means same as DMSO wells;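 active = GFP response relative to DMSO above a set limit, near the screen mean plus 3 SD, cut at about 150% in these data; inconclusive = Fewer than 70 cells measured for a yeast strain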;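 note: ratio of well median GFP fluorescence to mean of DMSO wells on the plate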
MEP2 TOR yeast = alters MEP2-GFP fluorescence in TOR pathway yeast screen; S. cerevisiae MEP2-GFP strain, flow cytometry GFP, 3 h; 100% = DMSO control level; actives 0.51% (n = 330,000); GFP response vs DMSO, % at 10 µM; AID 2016;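 active = GFP response versus DMSO above a set limit, roughly screen mean plus 3 SD, cut at about 180% in these data; inconclusive = fewer than 70 cells counted for a yeast strain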;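 note: median GFP fluorescence of the barcode-gated MEP2-GFP cells per well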
Numbers without * were called inactive; ? = inconclusive; . = not tested or not shown; [ ] = dose if it differs, or a comment.

SMILES	LAP4 TOR yeast	RPL19A TOR yeast	procasp3 activ	proCasp7 act	AHR activator	AGP1-GFP MLPCN	CIT2 TOR yeast	MEP2 TOR yeast
Cc1ncc(CN2CCN(C3CCCC3)C(CCO)C2)s1 (stereo unspecified)	102	101	9	-1	-1	104	102	99
O=C(CN1CCNCC1)Nc1ccc(Oc2ccccc2)cc1	118	111	-4	5	11	111	106	115
Cc1ccc(CS(=O)(=O)CCC(=O)NCCN2CCCC2)cc1	100	98	2	5	-1	107	110	107
C=CC[C@@H](CC(=O)N[C@H](CO)Cc1ccccc1)C(=O)N[C@@H](COC(=O)[C@@H](CC=C)CC(=O)OC(C)(C)C)Cc1c[nH]c2ccccc12	86	91	-3	-4	2	92	95	92
S=C(c1cn(Cc2ccccc2)c2ccccc12)N1CCOCC1	90	89	3	-6	1	87	83	93
Cc1nnc2n1N=CC=C(c1ccccc1)S2	107	104	5	6	2	110	104	106
N#Cc1cc(Cl)c(N2CCOCC2)cc1C#N	.	94	-1	4	-6	93	88	96
CCOc1cccc(C(=O)Nc2cccc(NC(=O)c3ccco3)c2)c1	111	105	1	10	17	108	100	108
CCc1nc(SCC(=O)N2CCCc3ccccc32)c2oc3ccccc3c2n1	124	107	2	4	7	104	100	103
C=CCn1cccc(C(=O)Nc2ccc(OC)c(Cl)c2)c1=O	90	104	4	-5	40	89	101	105
O=C(NC1CCCCCCC1)C1CCN(c2nc3ccccc3o2)CC1	106	100	8	0	-1	94	96	102
O=C(O)c1nn(CCOc2ccccc2F)c(=O)c2ccccc12	110	103	22*	6	-1	107	107	156
CCOC(=O)C1(Cc2cccc(OC)c2)CCN(Cc2cnc(SC)nc2)CC1	92	100	-8	4	3	103	100	95
COC(=O)c1ccc(C2CC(=O)Nc3cc(OC)c(OC)cc32)cc1 (stereo unspecified)	103	98	3	-1	0	99	104	105
Cc1[nH]c(=O)[nH]c(=O)c1S(=O)(=O)N1CCN(c2ccccc2F)CC1	92	99	-10	7	0	99	100	99
O=C1OCCC1Sc1nc(-c2ccccc2)cs1 (stereo unspecified)	110	96	-1	-2	-3	98	94	97
COc1ccc(NS(=O)(=O)c2cc(NC(=O)c3ccc(=O)[nH]n3)ccc2N2CCOCC2)cc1	107	99	6	-1	3	96	92	99
COCc1c(CCl)cnc(C)c1O	109	98	4	5	1	99	99	99
Cc1cccc(N=c2c([N+](=O)[O-])nn(-c3ccc(Cl)cc3)n2O)c1	154*	94	-3	6	62*	88	101	90
COc1ccc(CC(NC(C)=O)C(=O)NC2CCN(c3nc(C)cc(C)c3C#N)CC2)c(OC)c1 (stereo unspecified)	95	99	-4	4	4	104	108	106

AHR activator, what is marked active above
| smiles | LAP4 TOR yeast | RPL19A TOR yeast | procasp3 activ | AHR activator | AGP1-GFP MLPCN | CIT2 TOR yeast | MEP2 TOR yeast |
| --- | --- | --- | --- | --- | --- | --- | --- |
| Cc1cccc(N=c2c([N+](=O)[O-])nn(-c3ccc(Cl)cc3)n2O)c1 | 154* | 94 | -3 | 62* | 88 | 101 | 90 |

(next part)
SMILES	LAP4 TOR yeast	RPL19A TOR yeast	procasp3 activ	proCasp7 act	AHR activator	AGP1-GFP MLPCN	CIT2 TOR yeast	MEP2 TOR yeast
CCN(CC)C1CCN(C(=O)CCn2nnnc2CN2CCOCC2)C1 (stereo unspecified)	103	107	13	-4	-2	108	107	119
Cc1cc2nc(N)sc2cc1C	111	102	3	5	11	109	119	102
CCCCN(CCNP(=O)(OCC)OCC)CP(=O)(OCC)OCC	100	98	-4	2	-5	102	90	94
O=C(COC(=O)c1ccc(F)cc1)Nc1cc(S(=O)(=O)N2CCOCC2)ccc1N1CCCC1	92	101	3	11	4	98	95	99
O=C(Cn1cccc1)N1CCN(C(c2ccccc2)c2ccccc2)CC1	100	100	-3	-2	2	102	108	96
COc1ccc(CN(C)CC(=O)NC(C)c2ccccc2)c(OC)c1 (stereo unspecified)	111	101	4	9	0	106	108	111
CN(CC(=O)Nc1cccc(F)c1)C(=O)c1ccc(N2CCCCC2)c([N+](=O)[O-])c1	107	97	0	-3	-3	105	98	100
O=C(O)CCCNS(=O)(=O)c1cccc2nsnc12	99	99	0	2	1	95	88	100
CSc1ccc(C2CC(=O)Nc3c2c(=O)n(C)c(=O)n3C)cc1 (stereo unspecified)	99	100	-2	4	2	102	98	102
CCN(C[C@H]1N[C@@](CC)(C(=O)OC)[C@H]2C(=O)N(C)C(=O)[C@@H]12)C(=O)Nc1ccc(C)cc1	96	93	4	7	0	94	98	93
COc1ccc(NS(=O)(=O)Cc2ccccc2Cl)cn1	98	101	6	1	0	100	99	103
CCOC(=O)N1CCN(C(=O)C2CCCN(S(C)(=O)=O)C2)CC1 (stereo unspecified)	103	95	-7	4	-7	99	99	104
COc1ccc(/C(O)=C2/C(=O)C(=O)N(c3ccccn3)C2c2ccc(OC)c(OC)c2)cc1 (stereo unspecified)	103	99	-7	-3	-2	102	88	96
COc1ccc2cc(Br)ccc2c1CC(=O)NC(C)(C)C	100	106	-5	-8	10	99	94	107
CC(Sc1nnc(-c2ccco2)n1-c1ccccc1)C(=O)NCC1CCCO1 (stereo unspecified)	108	100	9	3	-1	106	99	101
CCCN1Cc2cccc(C(=O)Nc3ccc4c(c3)OCO4)c2C1=O	112	98	-2	-6	13	97	84	110
COCCn1c(-c2ccsc2)nc2c1c(=O)[nH]c(=O)n2CC(C)C	107	99	3	7	-2	105	101	104
COC(=O)C(NC(=O)c1ccccc1)(Nc1nccs1)C(F)(F)F (stereo unspecified)	95	96	7	-1	5	96	97	93
CCCN(C(=O)Cn1c(C(F)(F)F)nc2ccccc21)C1CCS(=O)(=O)C1 (stereo unspecified)	87	86	12	-3	0	87	95	88
COc1ccc(OCCOC(=O)c2[nH]c(C)c(C(C)=O)c2C)cc1	109	107	-2	-10	3	100	104	111

By substructure, those above with two or more sulfur atoms
SMILES	LAP4 TOR yeast	RPL19A TOR yeast	procasp3 activ	proCasp7 act	AHR activator	AGP1-GFP MLPCN	CIT2 TOR yeast	MEP2 TOR yeast
O=C1OCCC1Sc1nc(-c2ccccc2)cs1 (stereo unspecified)	110	96	-1	-2	-3	98	94	97
O=C(O)CCCNS(=O)(=O)c1cccc2nsnc12	99	99	0	2	1	95	88	100

The results go on.
SMILES	LAP4 TOR yeast	RPL19A TOR yeast	procasp3 activ	proCasp7 act	AHR activator	AGP1-GFP MLPCN	CIT2 TOR yeast	MEP2 TOR yeast
FC(F)(F)c1ccc(CN2CCN(Cc3ccco3)CC2)cc1	98	98	3	1	0	96	96	100
CC1CN(C(=O)/C=C/c2ccc([N+](=O)[O-])s2)CC(C)O1 (stereo unspecified)	90	97	-10	2	3	91	87	87
CCOc1c(Cl)cc(C(=O)Nc2ccccc2C(=O)O)cc1Cl	93	90	-7	0	-2	89	89	88
CN(/N=C/c1c[nH]c2ccccc12)c1cnn(-c2ccc(F)c(Cl)c2)c(=O)c1Cl	98	103	2	-4	11	110	111	103
Cc1ccc(-c2c(NC(=O)C(C)C)n(C)c3ccccc3c2=O)cc1	98	109	.	.	.	97	97	111
CCCc1nnc(NC(=O)CCC(=O)NC2CCCC2)s1	98	96	1	4	1	100	101	112
CCN(CC)S(=O)(=O)c1ccc(OC)c(NC(=O)COc2ccccc2[N+](=O)[O-])c1	97	95	-4	-2	4	98	99	94
O=C(CN1CCN(S(=O)(=O)c2ccc(Br)cc2)CC1)N/N=C/c1ccc(Cl)c([N+](=O)[O-])c1	98	102	0	10	2	102	107	96
O=[N+]([O-])c1ccc(-n2cnc3ccccc32)c([N+](=O)[O-])c1	101	99	-5	-10	7	99	95	101
Cc1ccsc1/C=N/N1CCN(c2ccccc2)CC1	111	96	-3	4	32	99	94	105
COc1ccc(CC(=O)Nc2cccc(S(=O)(=O)N3CCCCCC3)c2)cc1OC	94	98	-4	10	-3	99	103	99
CC1CN(c2nc(-c3ccccc3)nnc2-c2ccccc2)CC(C)O1 (stereo unspecified)	109	99	-1	13	10	96	113	108
C=CCc1ccc(OC(=O)c2ccccc2)c(OC)c1	106	96	-1	-3	0	105	97	109
OCCC1CN(Cc2cnc(-c3ccccc3)s2)CCN1C1CCCC1 (stereo unspecified)	102	102	7	11	1	101	102	102
COc1ccc(C(=O)N(Cc2ccccc2)c2cccc(C)c2)cc1	90	106	.	.	.	89	89	104
O=c1cc(-c2ccc(O)c(O)c2)oc2cc(O)cc(O)c12	135	99	-3	-13	-3	90	118	93
COc1ccc(CNC(=O)CSc2cccc3cccnc23)cc1	113	98	-4	2	3	109	95	105
Cc1ccc(NC(=O)CSc2ccc(-c3ccccn3)nn2)cc1F	?	?	0	-1	9	?	?	?
Cc1nn(C(=O)c2ccco2)c(C)c1Sc1ccc(Br)cc1	104	99	-5	-1	6	104	103	118
CCC(Oc1nc2ccccc2nc1-c1ccccc1NC(C)=O)C(=O)c1ccccc1 (stereo unspecified)	93	97	0	5	-3	93	90	93
Cc1ccc(S(=O)(=O)N2C(=O)CCC2C(=O)O/N=C(\N)c2cccc([N+](=O)[O-])c2)cc1 (stereo unspecified)	96	98	2	7	-1	102	100	97
Cn1c(SCC(=O)Nc2ccc(Cl)cc2)nnc1C1CC1	94	100	4	5	-4	98	97	100
CCCC(=O)Nc1nn(C)c2nc3c(C)cccc3cc12	102[may fluoresce violet]	39*[may fluoresce violet]	-4	-3	8	.	?	565*[may fluoresce violet]
Cc1cccc(N(C(=O)CNC(=O)c2ccco2)C(C(=O)NCC2CCCO2)c2ccccc2)c1 (stereo unspecified)	106	98	-2	6	0	101	94	100
Cc1ccc(Nc2nc(C)nc3c2oc2ccccc23)cc1	122	98	14	6	61*	98	102	93
O=C(NCC(O)c1ccccc1)c1ccc(Cl)c(S(=O)(=O)N2CCCC2)c1 (stereo unspecified)	97	100	4	9	3	106	104	102
COc1ccc(OC)c(/C=N\NC(=O)CSc2nnc(CCCc3ccc(OC)c(C)c3)o2)c1	?	?	6	-5	4	79[may fluoresce red and violet]	?	87[may fluoresce red and violet]
COc1cccc(S(=O)(=O)NC2CCN(C#N)C2)c1 (stereo unspecified)	101	96	6	-5	-1	98	101	112
O=C(Oc1ccc(-c2nnco2)cc1)C1CCN(C(=O)c2ccc(F)cc2)CC1	94	94	-5	2	2	95	92	97
COc1ccc(CC(=O)NNC(=O)c2ccoc2C)cc1OC	98	103	5	7	1	99	103	100
COc1cc(/C=C(\C#N)c2nc3ccccc3[nH]2)ccc1OC(=O)c1ccco1	93	103	-1	-17	100*	100	103	97
COc1cc(/C=N/OCC(=O)Nc2cc(C)on2)ccc1OCc1ccccc1	96	99	-1	-3	4	102	103	100
CNC(=S)Nc1cc(C(=O)N2CCCC2)ccc1N1CCCC1	83	94	-3	-7	0	87	79	87
COc1ccc(C(C(=O)NCc2ccccc2)N(Cc2ccc3c(c2)OCO3)C(=O)c2cnccn2)cc1 (stereo unspecified)	101	94	8	2	0	100	97	101
COc1ccccc1CN(Cc1nc2ccccc2c(=O)[nH]1)C(=O)Nc1ccccc1	95	99	13	2	8	95	95	98
COc1c(S(=O)(=O)Nc2cccnc2)ccc(Cl)c1Cl	108	102	-4	-2	0	107	112	104
O=C(NCc1cccnc1)NC1(c2ccccc2)CC1	104	100	6	-4	-1	107	99	105

Screening data as filed in PubChem BioAssay.
